Bioassay records from PubChem BioAssay.
LGR2 inh: inhibitors of bursicon-induced LGR2 CRE-luciferase signal, primary screen, cell-based, HEK293, CRE-luciferase reporter, bursicon stimulation | Drosophila bursicon receptor LGR2 (rickets) | inhibition, % at 9.99 µM | 380,000 tested, 0.35% active | AID 720647, 2013 | bursicon-stimulated, 4 h;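 active = drop in luminescence signal, shown as inhibition above about 50% in the replicate tests, limit read from the data, passing the limit was not always enough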;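 also: agonist challenge used bursicon conditioned medium at about half maximal strength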
C2C12 statin: suppressors of statin myotoxicity in C2C12 myotubes, primary screen, cell-based, single point, plate reader. C2C12 myotubes + simvastatin, ATP luminescence, 48 h; scaled: DMSO 0, geranylgeraniol control 100. rescue of ATP level, % at 7.49 µM. 330,000 tested, 0.78% active;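 active = mean ATP rescue above about 67%, or every replicate alone reaching that limit, limit read from the data, passing the limit was not always enough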;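 also: myotubes were challenged with 10 µM simvastatin during compound exposure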
PglD DTNB: C. jejuni PglD acetyltransferase inhibitors, primary screen, biochemical, DTNB colorimetric, single point | UDP-N-acetylbacillosamine N-acetyltransferase PglD (Campylobacter jejuni) | inhibition, % at 12.5 µM | purified PglD enzyme, DTNB colorimetric CoA detection | 360,000 tested, 0.098% active; in the data active = inhibition above about 16%, passing the limit was not always enough; also: strong numbers were not always called active
GSIS activator: GLuc luminescence reporter in INS-1E cells, primary screen for activators of glucose-dependent secretion of insulin; activation, % at 16.6 µM; INS-1E GLuc reporter insulin secretion, 2-3 h; 370,000 tested, 0.61% active;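 active = lowest replicate activation of at least 40%, so every replicate reaches that level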;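 also: 0% = median of neutral control wells and 100% = median of IBMX positive control wells; some compounds called inactive have numbers as strong as hits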
ARNT TACC3 PPI: disruptors of ARNT/TACC3 protein interaction, primary screen, biochemical, AlphaScreen, single concentration; AlphaScreen His-ARNT PAS-B/GST-TACC3 binding, luminescence; TACC3 fragment carries E629A point mutation; inhibition, % at 9.99 µM; 390,000 tested, 0.66% active; AID 623870, 2012;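 active = mean inhibition of replicates at least 50% and at least half of replicates each reaching 50%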;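 also: 0% = complete ARNT plus TACC3 wells and 100% = ARNT alone without TACC3; many hits fall short of the cut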
PAX8 inh HTS: inhibitors of PAX8-driven TPO luciferase reporter, primary screen, RMG-I cells, single concentration; SteadyGlo, 24 h; inhibition, % at 12.6 µM; 360,000 tested, 1.2% active;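 active = mean replicate inhibition at least 60% with every replicate also reaching 60%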;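 also: luciferase light reporting Pax8 driven TPO promoter activity; plate controls were median of neutral control wells for no effect and mitoxantrone controls for full effect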
PGC1a acetyl inh: inhibitors of PGC1a acetylation signal, primary screen, cell-based, U2OS, AlphaScreen, inhibitor mode | inhibition, % at 15.6 µM | 350,000 tested, 0.17% active | AlphaScreen anti-acetyl-lysine; with virally co-expressed GCN5 acetyltransferase;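 active = every replicate shows inhibition of at least 40%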;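 also: 0% = neutral control wells and 100% = positive control wells; some results beyond the cut were filed as inactive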
Cneo AK release: Cryptococcus neoformans cell lysis inducers, primary screen, AK release luminescence, single concentration | AID 651654, 2012 | C. neoformans lysis, adenylate kinase release luminescence, 4 h; normalised: neutral wells 0, clomiphene wells 100 | lysis activity, % at 15 µM | 360,000 tested, 0.2% active;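 active = mean lysis activity across replicates of at least 80%, whatever share of replicates individually reach that level; inactive = mean lysis activity below 80%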
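Test system: log-phase Cryptococcus neoformans yeast cells; Quantity: yeast cell density of 5 × 10^6 cells/mL; Buffer or medium: YPD; Doses: single compound concentration per well; Timing: 4 h at 37 °C static, read 1 h later; Measured by: AK luminescence; Read-out basis: lysis from increased AK signal; Control set: Clomiphene as positive control.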
An asterisk follows results filed as active; x = no result given; & = joins results of further samples.

SMILES	LGR2 inh	C2C12 statin	PglD DTNB	GSIS activator	ARNT TACC3 PPI	PAX8 inh HTS	PGC1a acetyl inh	Cneo AK release
NCC[C@@H]1CC[C@H](NC(=O)Nc2ccc(F)cc2)[C@H](CO)O1	-2	2	-1	8&-13	-6	-6	6	3
O=C(NCCN1CCCCC1)[C@@H]1N[C@@H]2c3ccc(-c4ccc(F)cc4)c(=O)n3C[C@@H]2[C@H]1CO	10	-1	6	12	2	-5	5	0
Cc1ccc(C)c2c1cc(C)c1nnc(SCC(=O)c3cccs3)n12	0	x	x	4	2	-6	x	x
CNC(=O)C1CC(=O)N(c2ccc(OCC(=O)Nc3ccccc3C)cc2)C1 (stereo unspecified)	-17	-18	4	1	-1	-47	5	-1
CC(=O)NC(CCS(C)(=O)=O)C(=O)Nc1ccc2c(c1)OCO2 (stereo unspecified)	-8	1	2	11	-11	8	-5	3
CS(=O)(=O)N1CCN(c2ccc([N+](=O)[O-])c(NCc3cccnc3)c2)CC1	15	x	x	12	1	4	12	x
CC(NC(=O)COC(=O)CCN1C(=O)C2CC=CCC2C1=O)c1ccc(Br)cc1 (stereo unspecified)	-9	3	8	-18	-17	-8	x	-1
CCN(CC)c1ccc(NC(=O)c2cccc(OC)c2)c(C)c1	x	-13	1	-7	6	x	-5	0
COc1ccccc1CNC(=O)C1Cc2cc(S(=O)(=O)N3CCCCC3)ccc2N1C(C)=O (stereo unspecified)	-20	11	1	3	-4	-3	5	0
O=C(C[C@@H]1C=C[C@H](NS(=O)(=O)c2ccc(F)cc2)[C@H](CO)O1)N1CCC(Cc2ccccc2)CC1	14	-2	7	2	-10	-26	4	4
C[C@H](CO)N1C[C@H](C)[C@H](CN(C)C(=O)Nc2cccc3ccccc23)Oc2c(NS(=O)(=O)c3cccs3)cccc2C1=O	21	-37	1	-9	32	x	-12	-6
O=C(O)C1(c2ccccc2)CCN(S(=O)(=O)c2ccc(Cl)s2)CC1	-7	-3	1	-21	-22	5	3	0
O=C(CCNC(=O)OCc1ccccc1)NC1CCCCC1	-18	x	3	22	-8	-2	-11	3
CCCN1CCN(CCCNC(=S)Nc2ccc(F)cc2)CC1	21	x	x	1	-2	16	x	x
CS(=O)(=O)c1ccc(SCC(=O)NC2CCS(=O)(=O)C2)c([N+](=O)[O-])c1 (stereo unspecified)	x	x	x	3	-6	-12	2	x
COc1cc2nc(CN3CCN(S(=O)(=O)c4ccc(Br)cc4)CC3)[nH]c(=O)c2cc1OC	-7	10	-3	8	9	5	-8	1
C[C@H]1CN([C@@H](C)CO)C(=O)Cc2cc(NC(=O)c3ccncc3)ccc2O[C@H]1CN(C)Cc1ccncc1	-1	-7	2	15	-4	-19	2	3
CCOC(=O)N1CCN(C(=O)CCNS(=O)(=O)c2ccccc2)CC1	10	15	0	6	5	1	x	-1
Cc1csc(SC(C)C(=O)NCC(=O)Nc2ccc(F)c(F)c2F)n1 (stereo unspecified)	-8	x	x	-3	2	23	1	x
COc1ccc(C(=O)NCC(=O)N2CCN(c3ncccn3)CC2)cc1OC	-1	7	1	37	-8	-10	-3	-1
CC(=O)NC(CC(=O)Nc1cccc(S(=O)(=O)N2CCCCC2)c1)c1ccccc1 (stereo unspecified)	x	-18	6	x	-1	x	-5	2
Cc1ccc(S(=O)(=O)NC(=S)c2ccccc2)cc1	-7	x	1	11	33	-5	3	6
Cc1ccc(NC(=S)Nc2ccc(S(=O)(=O)Nc3ncccn3)cc2)c(C)c1	-1	11	-1	23	-7	-9	4	2
CCCCc1nc(NCc2ccccc2)c(C#N)c2c1CCCC2	18	-1	1	-17	x	-13	0	1
Cc1nc2ncnn2c(C)c1CCC(=O)NC(C)c1ccc2c(c1)OCCO2 (stereo unspecified)	x	-1	-4	x	0	x	-6	2

11 compounds out of the list, ordered by length of the SMILES, falling.
SMILES	LGR2 inh	C2C12 statin	PglD DTNB	GSIS activator	ARNT TACC3 PPI	PAX8 inh HTS	PGC1a acetyl inh	Cneo AK release
C[C@H](CO)N1C[C@H](C)[C@H](CN(C)C(=O)Nc2cccc3ccccc23)Oc2c(NS(=O)(=O)c3cccs3)cccc2C1=O	21	-37	1	-9	32	x	-12	-6
COc1cc2nc(CN3CCN(S(=O)(=O)c4ccc(Br)cc4)CC3)[nH]c(=O)c2cc1OC	-7	10	-3	8	9	5	-8	1
COc1ccccc1CNC(=O)C1Cc2cc(S(=O)(=O)N3CCCCC3)ccc2N1C(C)=O (stereo unspecified)	-20	11	1	3	-4	-3	5	0
CS(=O)(=O)N1CCN(c2ccc([N+](=O)[O-])c(NCc3cccnc3)c2)CC1	15	x	x	12	1	4	12	x
CC(=O)NC(CC(=O)Nc1cccc(S(=O)(=O)N2CCCCC2)c1)c1ccccc1 (stereo unspecified)	x	-18	6	x	-1	x	-5	2
CC(NC(=O)COC(=O)CCN1C(=O)C2CC=CCC2C1=O)c1ccc(Br)cc1 (stereo unspecified)	-9	3	8	-18	-17	-8	x	-1
CC(=O)NC(CCS(C)(=O)=O)C(=O)Nc1ccc2c(c1)OCO2 (stereo unspecified)	-8	1	2	11	-11	8	-5	3
Cc1ccc(C)c2c1cc(C)c1nnc(SCC(=O)c3cccs3)n12	0	x	x	4	2	-6	x	x
CCN(CC)c1ccc(NC(=O)c2cccc(OC)c2)c(C)c1	x	-13	1	-7	6	x	-5	0
CCCCc1nc(NCc2ccccc2)c(C#N)c2c1CCCC2	18	-1	1	-17	x	-13	0	1
CCCN1CCN(CCCNC(=S)Nc2ccc(F)cc2)CC1	21	x	x	1	-2	16	x	x

(listing goes on)
SMILES	LGR2 inh	C2C12 statin	PglD DTNB	GSIS activator	ARNT TACC3 PPI	PAX8 inh HTS	PGC1a acetyl inh	Cneo AK release
CS(=O)(=O)Nc1ccc2c(c1)[C@H]1C[C@H](CC(=O)NCc3cc(F)ccc3F)O[C@H](CO)[C@H]1O2	-14	-3	1	2	0	5	3	-1
O=C(O)C1CCCCC1C(=O)NCc1ccncc1 (stereo unspecified)	-6	-5	5	19	-1	20	3	2
C[C@@H]1CN([C@@H](C)CO)C(=O)c2cc(C#CC3CCCCC3)cnc2O[C@H]1CN(C)C(=O)c1ccncc1	-16	x	x	-9	x	-6	-3	x
O=C(c1c(F)cccc1F)N1CCN=C1SCc1ccccc1	-22	-15	x	5	x	2	4	x
CCn1c(COc2ccccc2)nnc1SCC(=O)Nc1cc(C)ccc1OC	x	8	x	-23	-4	x	-13	-3
COc1ccc(C(=O)NC(=S)NC2CCCCC2)cc1	-91	0	-3	-8	-49	-203	x	32
O=C1NC(=O)/C(=C/c2ccc(OS(=O)(=O)c3ccc(F)cc3F)cc2)N1	-4	-10	3	6	-1	14	-13	0
COc1ccc(CNS(=O)(=O)c2cc(-c3cc(C)no3)ccc2OC)cc1OC	-21	4	0	14	-4	-12	-17	5
O=C(C[C@H]1C[C@@H]2c3cc(NC(=O)C4CCC4)ccc3O[C@@H]2[C@H](CO)O1)NC1CCCCC1	-5&-10	-2	-2	8&-1	x	6	6&-1	0
CCOC(=O)c1c(NC(=O)CSC(=S)N2CCOCC2)sc(C)c1C	-5	x	0	7	-2	7	1	-1
CCc1nc2ccc(C(=O)N3CCN(C(=O)c4ccco4)CC3)cn2c1N(C)C(=O)c1cccc(OC)c1	45	8	2	6	x	-3	1	0
CC(C)N=C(Nc1ccccc1)c1cccnc1	x	x	-1	x	5	-12	x	0
Cc1ccc(C(=O)NNC(=O)c2ccncc2)cc1C	2	18	3	1	-2	17	6	2
COCCN=C(NS(=O)(=O)c1cccs1)c1ccccc1Cl	-5	18	-8	8	-3	-3	1	1
C[C@@H]1CCCCO[C@@H](CN(C)S(=O)(=O)c2cccs2)[C@@H](C)CN([C@H](C)CO)C(=O)c2cc(NC(=O)CCCCCC(=O)Nc3ccccc3N)ccc2O1	1	5	-2	13	-3	12	x	-1
CCC(=O)N[C@H]1CC[C@@H](CC(=O)NCc2ccccc2OC)O[C@@H]1CO	17	8	0	6	-4	-5	3	-3
COc1ccc(NC(=O)CN(C)C(=O)c2sc3cc(Cl)ccc3c2Cl)cc1	11	-5	-4	-20	-3	1	x	2
C[C@]12CC[C@@H]3c4cc(O)c(O)cc4CC[C@H]3[C@@H]1CC[C@@H]2O	5	-25	-2	x	2	4	x	-1
COc1ccc(NC(=S)NN2CCOCC2)cc1OC	-12	1	-4	30	-3	2	-5	1
Nc1cc([N+](=O)[O-])ccc1OCc1ccccc1	-57	x	x	-12	-4	-201	x	x
CCN(CC)c1ccc(NC(=S)NCC2CCCO2)cc1 (stereo unspecified)	-28	x	x	-17	10	3	3	x
CCC(=O)Nc1nc(-c2ccc3c(c2)OCCO3)cs1	-34	-1	7	1	-2	-190	4	0
COc1ccc(S(=O)(=O)N2C[C@@H](O)COC[C@H]3O[C@@H](CC(=O)N[C@@H]4CCN(Cc5ccccc5)C4)CC[C@@H]32)cc1	1	-5	2	9	8	1	-13	53
N#Cc1ccc(NCC(=O)Nc2ccc3c(c2)OCCO3)cc1	-12	16	-1	4	-4	19	1	-1
O=S(=O)(Nc1cccc(Br)c1)c1cccc2nsnc12	0	2	3	-43	14	3	x	0

2 consecutive entries out of the list so far, for reference:
SMILES	LGR2 inh	C2C12 statin	PglD DTNB	GSIS activator	ARNT TACC3 PPI	PAX8 inh HTS	PGC1a acetyl inh	Cneo AK release
CS(=O)(=O)Nc1ccc2c(c1)[C@H]1C[C@H](CC(=O)NCc3cc(F)ccc3F)O[C@H](CO)[C@H]1O2	-14	-3	1	2	0	5	3	-1
O=C(O)C1CCCCC1C(=O)NCc1ccncc1 (stereo unspecified)	-6	-5	5	19	-1	20	3	2

(next part)
SMILES	LGR2 inh	C2C12 statin	PglD DTNB	GSIS activator	ARNT TACC3 PPI	PAX8 inh HTS	PGC1a acetyl inh	Cneo AK release
Cc1cc(Br)ccc1NC(=O)CNC(=O)CN1C(=O)NC2(CCCCCC2)C1=O	9	7	-2	-2	0	x	-8	1
O=C(CSc1nnc(-c2cccnc2)o1)c1cc2ccccc2oc1=O	x	8	1	x	4	x	2	8
CC(Sc1n[nH]c(=O)n1Cc1ccccc1)C(=O)NC1CCCCC1C (stereo unspecified)	-6	-4	x	-2	5	-9	x	x
N#Cc1ccc(-c2nc3ccc(Br)cn3c2Cc2cccc(Cl)c2)cc1	-11	0	7	5	x	-61	-13	-1
COc1cc(C(C(=O)NC2CCCC2)N(C(=O)Cc2cccs2)C2CC2)cc(OC)c1OC (stereo unspecified)	3	1	2	-7	-14	6	-2	-3
CNC[C@H]1Oc2cc(C#Cc3ccccn3)ccc2S(=O)(=O)N([C@H](C)CO)C[C@@H]1C	-16	18	1	-4	48*	x	-11	-3
O=C(Nc1nc2ccccc2[nH]1)c1ccc(F)c(S(=O)(=O)N2CCOCC2)c1	-11	x	x	12	41	-65	x	x
Cc1cc(C)c2nc(NNC(=O)c3cc(-c4cccs4)nc4ccccc34)sc2c1	0	3	-3	x	0	-3	7	-4
C[C@H](CO)N1C[C@H](C)[C@H](CN(C)Cc2ccc3c(c2)OCO3)OCCCC[C@H](C)Oc2ccc(NC(=O)Nc3ccccc3)cc2C1=O	-6	x	-2	-13	22	4	-1	-1
CCN(CC)C(=O)C1CCN(S(=O)(=O)c2ccc(-n3cnnn3)cc2)CC1	-11	x	x	0	-3	9	x	x
